SMN2 splice enh: SMN2 splice variant enhancement; HEK293 SMN2-luciferase splicing reporter, luminescence, 30-36 h; Potency, µM (top dose mostly 46.1 µM), inactives show top-dose activity change, positive = activation, actives largely listed as activators; 210,000 tested, 2.8% active; also: % of control where 0% means no effect; nearly all actives have a fitted effect of over 55% in size
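HEK293 cells carry an SMN2 minigene-luciferase reporter in which exon 7 inclusion puts luciferase in frame. Cells were seeded at 2000 cells/well, attached for 10-12 hours, then exposed to compounds for 30-36 hours at 37C before ONE-Glo luminescence.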
TRb SRC2 PPI: inhibitors of human thyroid hormone receptor beta-SRC2 interaction | Potency, µM (doses to about 106 µM), inactives show at the highest dose activity change, negative = inhibition, usual class: inhibitors | TRbeta-SRC2 peptide binding, fluorescence polarization; receptor liganded with 1 µM T3 | 280,000 tested, 0.065% active | P10828;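 also: plate controls were bound peptide for no effect and peptide without receptor for full effect; nearly all actives have a fitted effect of over 50% in size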
Target sequence (P10828 whole entry, looked up): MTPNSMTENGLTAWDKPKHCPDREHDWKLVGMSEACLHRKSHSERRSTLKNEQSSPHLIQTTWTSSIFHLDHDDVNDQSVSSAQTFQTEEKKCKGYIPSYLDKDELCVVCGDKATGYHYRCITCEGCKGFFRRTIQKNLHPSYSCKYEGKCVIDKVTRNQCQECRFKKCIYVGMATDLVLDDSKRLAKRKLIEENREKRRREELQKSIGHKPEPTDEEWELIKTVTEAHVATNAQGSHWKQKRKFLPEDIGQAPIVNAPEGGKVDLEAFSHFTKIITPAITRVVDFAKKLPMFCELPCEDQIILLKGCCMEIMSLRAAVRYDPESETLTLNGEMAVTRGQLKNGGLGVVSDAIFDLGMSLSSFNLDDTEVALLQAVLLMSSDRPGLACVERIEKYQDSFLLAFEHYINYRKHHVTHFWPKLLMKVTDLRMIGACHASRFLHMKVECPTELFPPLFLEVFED
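Each compound concentration gave % activity, normalized to unbound and bound Texas Red SRC2 controls, from polarization read after 5 hr ambient incubation with T3-loaded human TRb LBD.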
TexasRed fluor: alters Texas Red total fluorescence, flagging assay interference. TRb/SRC2 Texas Red total fluorescence interference. Potency, µM (titrated, usually from 106 µM), without a hit: at the highest dose fluorescence change, negative = quenching. 280,000 tested, 0.29% active. AID 1479; active = well fitted curve in either direction with a large enough effect; inconclusive = small, poorly fitted or top-dose-only effect; also: % is scaled to controls: 0 for no effect and ±100 for the full control effect
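Flags fluorescent or light-absorbing compounds by total fluorescence, S + 2P, at 555 nm excitation and 632 nm emission. Mixture: 20 nM Texas Red SRC2 peptide, 0.6 uM human TRb LBD, 1 uM T3, 5% DMSO; compound exposure 5 h at ambient temperature.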
An asterisk follows results filed as active; ? = inconclusive; [ ] = another dose, or the depositor's remark. Unless noted, calls follow the shape of the dose curve; as a rule, active = well fitted curve in the direction sought with a large enough effect; inconclusive = small, poorly fitted or top-dose-only effect, or another doubt; inactive = no such curve, though single readings can be large; an effect the other way counts as inactive or inconclusive. Potency is read from the fitted curve at half-maximal effect.

SMILES | SMN2 splice enh | TRb SRC2 PPI | TexasRed fluor
Cc1ccc(-c2nc(CS(=O)(=O)CC(=O)NCc3ccc(Cl)cc3)c(C)o2)cc1 | -3% | -2% | -3%
Cc1cccc(CC(=O)N2CC(=O)Nc3ccc(C)cc3C2c2ccc(F)cc2)c1 (stereo unspecified) | 11% | 7% | 0%
CCOc1ccc(N(CC(=O)Nc2ccc(F)cc2F)S(=O)(=O)c2c(C)[nH]c(=O)[nH]c2=O)cc1 | -1% | 5% | -8%
CCOc1ccccc1NC(=O)Cn1ncc2c(=O)oc3ccc(C)cc3c21 | -12% | 2% | -1%
CCOc1ccc(-c2cc3c(=O)n(Cc4nc(-c5ccc(OC(C)C)cc5)oc4C)ccn3n2)cc1Cl | 10% | -3% | ?
COc1cccc(-c2cc(C(=O)Nc3c(C)nn(Cc4ccccc4Cl)c3C)no2)c1 | -9% | -4% | ?
O=C1c2[nH]nc(-c3ccccc3)c2C(c2ccccc2)N1c1cccc(C(F)(F)F)c1 (stereo unspecified) | -34%[inhibitor] | 4% | -7%
Cc1ccc(CSc2oc(-c3cccs3)nc2S(=O)(=O)c2ccccc2)cc1 | 2% | -1% | -2%
CCSc1nnc2c(n1)OC(c1ccc(C)s1)Nc1ccccc1-2 (stereo unspecified) | -1% | 0% | -9%
CCOc1ccc(-c2cc3nc(C4CCN(C(=O)OC(C)(C)C)CC4)c(C(=O)Nc4ccc(C)c(F)c4)cn3n2)cc1 | 3% | 7% | 1%
CC1=C(C(=O)Nc2cccnc2)C(c2cccc(Br)c2)n2nc(SCc3ccccc3)nc2N1 (stereo unspecified) | -1% | -4% | -3%
COc1cccc(NC(=O)CNC(=O)Cn2c(C)cc3ccccc3c2=O)c1 | 7% | 3% | 0%
COc1cc(C2c3c(-c4ccccc4O)n[nH]c3C(=O)N2Cc2ccncc2)cc(OC)c1OC (stereo unspecified) | 4% | -7% | 1%
COc1ccc(Cl)cc1N(C)C(=O)c1ccc2c(=O)n3c(nc2c1)CCCCC3 | -10% | -3% | 1%
CCOC(=O)C1=C(CN2CCN(c3cc(C)ccc3C)CC2)NC(=O)NC1c1ccc(Cl)cc1 (stereo unspecified) | -50%[inhibitor] | 0% | -3%
CCN(CC)CCNC(=O)c1cn(CC)c2ccc(S(=O)(=O)N3CCOCC3)cc2c1=O | 3% | 3% | 0%
CCOC(=O)c1sc(N2C(=O)c3oc4ccc(C)cc4c(=O)c3C2c2ccccc2F)nc1C (stereo unspecified) | 8% | 4% | 2%
CNC(=O)COc1ccc(NC(=O)CCn2nc(-c3ccc(C)cc3)c3ccccc3c2=O)cc1 | 11% | -1% | -3%
Cc1ccc(N2CC(C)Cn3c2nc2c3c(=O)n(CC(=O)O)c(=O)n2C)cc1 (stereo unspecified) | 2% | 4% | -29%
Cc1cc(C)n(-c2nc3ccccc3nc2Nc2cccc(C(F)(F)F)c2)n1 | 6% | 0% | -1%

Fetched one by one from the list above:
SMILES | SMN2 splice enh | TRb SRC2 PPI | TexasRed fluor
COc1ccc(Cl)cc1N(C)C(=O)c1ccc2c(=O)n3c(nc2c1)CCCCC3 | -10% | -3% | 1%
COc1cccc(-c2cc(C(=O)Nc3c(C)nn(Cc4ccccc4Cl)c3C)no2)c1 | -9% | -4% | ?
Cc1ccc(N2CC(C)Cn3c2nc2c3c(=O)n(CC(=O)O)c(=O)n2C)cc1 (stereo unspecified) | 2% | 4% | -29%
Cc1ccc(-c2nc(CS(=O)(=O)CC(=O)NCc3ccc(Cl)cc3)c(C)o2)cc1 | -3% | -2% | -3%
Cc1cccc(CC(=O)N2CC(=O)Nc3ccc(C)cc3C2c2ccc(F)cc2)c1 (stereo unspecified) | 11% | 7% | 0%
CCOC(=O)c1sc(N2C(=O)c3oc4ccc(C)cc4c(=O)c3C2c2ccccc2F)nc1C (stereo unspecified) | 8% | 4% | 2%

Carrying on:
SMILES | SMN2 splice enh | TRb SRC2 PPI | TexasRed fluor
CCOc1ccc(-c2cc(NC(=O)c3cccc(Cl)c3)c(C(=O)OC)s2)cc1 | 14% | 1% | -4%
CCCCC1CCC(C(=O)N2CC(=O)Nc3ccc(F)cc3C2c2ccc(F)cc2)CC1 (stereo unspecified) | -8% | -1% | -1%
COc1ccc(CC(=O)N2CCc3cc(OC)c(OC)cc3C2COc2ccc3c(C)cc(=O)oc3c2)cc1OC (stereo unspecified) | 3% | -3% | -2%
CCn1cc(C(=O)NCc2ccc(Cl)cc2)c(=O)c2cc(S(=O)(=O)N3CCc4ccccc4C3)ccc21 | -7% | -5% | -1%
CCN(c1ccccc1)S(=O)(=O)c1ccc(NC(=O)c2nc(SC(C)C)ncc2Cl)cc1 | -13% | -9% | 0%
CCCC(=O)N1CCc2cc(OC)c(OC)cc2C1COc1ccc2c(C)cc(=O)oc2c1 (stereo unspecified) | 2% | -1% | -1%
COc1ccc(C2=CC(c3ccccc3Cl)n3nc(-c4ccc(Cl)cc4)nc3N2)cc1 (stereo unspecified) | -13% | 7% | -1%
O=C(NCCc1ccccc1)c1ccc2c(c1)N(Cc1ccccc1)C(=O)c1ccccc1S2=O (stereo unspecified) | 3% | 0% | -6%
CN(C(=O)Cn1cc(S(=O)(=O)N2CCN(c3ccccc3F)CC2)c2ccccc2c1=O)c1ccc(Cl)cc1 | 1% | -2% | 0%
CCCCOc1ccccc1C(=O)Nc1onc2c1CCCC2 | -18% | -4% | ?
CC(=O)Nc1ccc(NC(=O)C2CCN(c3cnccn3)CC2)cc1 | 0% | -10% | -1%
CCc1ccc(C2CC(=O)Nc3cc4c(cc32)OCO4)cc1 (stereo unspecified) | -23% | -1% | -1%
CC(C)CNc1cc(NC2CCCCC2)c2c3c(onc13)-c1ccccc1C2=O | -24% | 12% | 24%
CCOC(=O)C1CCCN(C(=O)c2nn(-c3ccc(OC)cc3)c(=O)c3c2c2ccccc2n3C)C1 (stereo unspecified) | 4% | 1% | 0%
O=S(=O)(c1ccccc1)c1nc(-c2ccc(F)cc2)oc1NCc1ccccc1 | 16% | 1% | 1%
CCOc1ccc(CCNC(=O)CN2C(=O)COc3ccc(S(=O)(=O)N4CCC(C)CC4)cc32)cc1 | -4% | 0% | -2%
CCOc1ccc(CCNC(=O)c2cn(C)c3ccc(S(=O)(=O)N4CCCCCC4)cc3c2=O)cc1OCC | 3% | -2% | -2%
Cc1ccc(CN2CCSc3ccc(C(=O)NCCc4ccccc4)cc32)cc1 | 13µM* | -6% | -2%
COc1ccc(-c2nc(CN3CCC(C(=O)NCCCN4CCN(c5ccccc5F)CC4)CC3)c(C)o2)cc1OC | -57%[inhibitor] | 2% | 0%
O=C(C1CCN(S(=O)(=O)c2cccc3nonc23)CC1)N1CCN(c2ccccc2)CC1 | -10% | -3% | 2%
COC(=O)c1c(NC(=O)COc2ccc(C)cc2Br)sc2c1CCCC2 | -1% | 7% | -2%
O=C(NC1(C(F)(F)F)C(=O)Nc2c1c(=O)[nH]c(=O)n2CCc1ccccc1)c1ccc(Cl)cc1Cl (stereo unspecified) | 19% | 8% | 4%
Cc1ccc(-c2nc(CS(=O)CC(=O)N3CCN(c4ccc(F)cc4)CC3)c(C)o2)cc1 (stereo unspecified) | -11% | -3% | -22%
COc1ccc(NC(=O)c2c(NC(=O)c3ccncc3)sc3c2CCC(C(C)(C)C)C3)cc1 (stereo unspecified) | -6% | 5% | -4%
CCc1ccccc1NC(=O)N1CCc2c([nH]c3ccccc23)C1c1ccc(C)cc1 (stereo unspecified) | -18% | -9% | -3%
COc1ccc(N(CC(=O)N2CCN(c3cccc(OC)c3)CC2)S(=O)(=O)c2c(C)noc2C)cc1 | -1% | -6% | -1%
CCOC(=O)C1CCN(C(=O)Cn2ncc3c4ccccc4n(Cc4ccc(F)cc4)c3c2=O)CC1 | -25% | 9% | -1%
Cc1cc(=O)n2nc(N3CCC(C(=O)NCc4ccc(F)cc4)CC3)sc2n1 | -2% | 6% | -3%
Cc1ccc(S(=O)(=O)N2CCC(c3nnc(-c4cccc(C)c4)o3)CC2)cc1 | -19% | -2% | -2%
COc1ccc(C(=O)N(Cc2ccco2)Cc2ccc(C)o2)cc1 | 0% | -1% | 0%
Cc1ccc(CNC(=O)CN(c2ccc(C)cc2)S(=O)(=O)c2c(C)nn(C)c2C)cc1 | -10% | 7% | -2%
COc1ccc2c(c1)sc1ncc(C(=O)NCc3cccc(Cl)c3)c(=O)n12 | 0% | 8% | -12%
COc1ccc2nc(NC(=O)c3nc(S(=O)(=O)Cc4ccccc4F)ncc3Cl)sc2c1 | 11% | 3% | -4%
CS(=O)(=O)c1oc(-c2ccc(F)cc2)nc1S(=O)(=O)c1ccc(Cl)cc1 | 23% | 3% | 9%
CCC(Cn1nnc2ccccc2c1=O)NC(=O)Nc1cc(Cl)ccc1OC (stereo unspecified) | 6% | -11% | -1%
Cc1ccc(C(C)C)c(OCC(=O)Nc2c(C(=O)c3ccccc3)oc3ccccc23)c1 | -9% | -1% | 3%
COc1ccc(NC(=O)Cn2c(=O)n(-c3ccc(C)c(C)c3)c(=O)c3c4c(sc32)CCCCC4)cc1Cl | 1% | -1% | 4%
CCOC(=O)Cn1c(=O)oc2cc(S(=O)(=O)N3CCN(c4cccc(C)c4C)CC3)ccc21 | 17% | 6% | -7%
Cc1ccc(C)c(N2CCN(C(=O)c3ccc(CS(=O)(=O)c4ccc(Br)cc4)o3)CC2)c1 | ? | -9% | 0%
CCCC(=O)Nc1cc(C)c(O)c(-c2nc3ncccc3o2)c1 | 3% | 10% | -12%

Full records, quoted from the list. Order of values: SMN2 splice enh, TRb SRC2 PPI, TexasRed fluor
Listed for CCOC(=O)Cn1c(=O)oc2cc(S(=O)(=O)N3CCN(c4cccc(C)c4C)CC3)ccc21 = 17%, 6%, -7%
Listed for Cc1ccc(-c2nc(CS(=O)CC(=O)N3CCN(c4ccc(F)cc4)CC3)c(C)o2)cc1 (stereo unspecified) = -11%, -3%, -22%
Listed for COc1ccc(C(=O)N(Cc2ccco2)Cc2ccc(C)o2)cc1 = 0%, -1%, 0%

Next entries follow.
SMILES | SMN2 splice enh | TRb SRC2 PPI | TexasRed fluor
Cc1ccc(Nc2nc3ccccc3nc2-n2nc(C)cc2C)c(Cl)c1 | -5% | -4% | 0%
O=C(Cn1ncc2c3ccccc3n(Cc3cccc(Cl)c3)c2c1=O)NC1CCCCCC1 | 7% | 0% | 1%
CC(=O)Nc1ccc(S(=O)(=O)NC2(C(F)(F)F)C(=O)Nc3c2c(=O)[nH]c(=O)n3-c2ccc(C)c(C)c2)cc1 (stereo unspecified) | 0% | 9% | -3%
COc1cccc(NC(=O)Cn2c(=O)n(-c3cccc(OC)c3)c(=O)c3c4c(sc32)CCCC4)c1 | -3% | 7% | -1%
CCc1ccc(NC(=O)Cn2c(=O)n(CCC(=O)NCCc3ccc(Cl)cc3)c(=O)c3ccccc32)cc1 | 23% | -1% | 7%
Cc1cccc(NC(=O)Cn2c(=O)n(CCc3ccccc3)c(=O)c3ccccc32)c1 | -6% | 4% | 5%
CCCCNC(=O)CCCn1c(=O)c2ccccc2n(Cc2cccc(Cl)c2)c1=O | 8% | 5% | ?
Cc1ccc(CN(C(=O)COc2ccc(C)c(C)c2)C2CCS(=O)(=O)C2)o1 (stereo unspecified) | 3% | -6% | -4%
Cc1ccc(-c2cc(C(F)(F)F)n3nc(C(=O)Nc4ccc(C#N)cc4)cc3n2)cc1 | -1% | 12% | -7%
COC(=O)Cn1ccc2cc(S(=O)(=O)N3CCCCC3)ccc21 | -8% | -1% | 3%
COc1ccc(C2CC(=O)c3c([nH]c(C(=O)OCc4ccccc4)c3C)C2)cc1 (stereo unspecified) | 5% | -5% | -1%
CCc1nn(Cc2cccc(F)c2)c(=O)c2cc3cc(C)ccc3n12 | -5% | 8% | 0%
O=C(C1CCC1)N1CCc2cc(S(=O)(=O)NCCc3ccccc3)ccc21 | -43%[inhibitor] | -5% | -1%
Cc1ccc2occ(CC(=O)N(Cc3ccc(Cl)cc3)Cc3ccco3)c2c1 | -27% | ? | 0.35µM*[quencher]
CCCCOc1ccccc1Cn1c(=O)sc2ccccc21 | -20% | 5% | 8%
Cc1ccc2c(c1)cc1c(=O)n(CC(=O)NCc3ccco3)nc(C)n12 | -5% | 8% | -15%
O=C(Nc1cc2c(cc1C(=O)c1ccccc1Cl)OCCO2)c1ccccc1 | -15% | ? | 0.089µM*[quencher]
CCOc1ccc(CCNc2ncnc3onc(-c4ccc(Cl)cc4)c23)cc1OCC | -45%[inhibitor] | -5% | 0%
Cc1ccc(-c2nnc(Nc3ccc(O)cc3)c3ccccc23)cc1S(=O)(=O)N1CCOCC1 | -13% | -3% | -6%
CCOc1ccccc1C1C(C(=O)Nc2ccccc2OC)=C(C)Nc2nc3ccccc3n21 (stereo unspecified) | -5% | 3% | -19%

Source: PubChem (National Center for Advancing Translational Sciences (NCATS))

An excerpt (hit frequency here may not be typical).
